# tim23-1 inh – tim23-1 yeast growth inhibition; S. cerevisiae tim23-1 growth, BacTiter-Glo luminescence, 24 h; inhibition, % at 20 µM; hit rate 1.3% among 330,000;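 active = growth inhibition of the mutant yeast at or above 50%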;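 also: temperature-sensitive mutant grown at 25 °C; plate controls were DMSO-treated mutant yeast for no effect and medium wells lacking yeast for full effect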
# Mdm2-MdmX inh – human Mdm2/MdmX binding inhibition. SaOS-2 split-luciferase Mdm2/MdmX complementation, luminescence. O15151+Q00987. AID 485346. hit rate 3% among 330,000. inhibition, % at 8 µM;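 active = inhibition of at least 50% at 8 µM in the primary screen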
# UPR CHOP act – apoptotic UPR (CHOP) activation; CHO-CHOP luciferase reporter, luminescence; percent of tunicamycin response over DMSO baseline; activation, % at 10 µM; hit rate 0.34% among 330,000; AID 449763;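 active = at 10 µM dose, activation of 40% or more, normalized to positive control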;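 also: 100% = tunicamycin at 10 µg/mL and 0% = DMSO alone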
#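 System: CHO CHOP reporter cells. Amount: 500 cells per well. Buffer or medium: F12 medium, 10% FBS. Compound dosing: one dose, 10 µM in 0.5% DMSO. Incubation: 6 h compound exposure at 37 °C after overnight seeding. Technique: Steady-Glo luciferase luminescence. Benchmarks: tunicamycin and DMSO controls.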
# TIM10 inh – TIM10 yeast growth inhibition. hit rate 1.4% among 330,000. S. cerevisiae TIM10 strain growth, BacTiter-Glo luminescence, 24 h. inhibition, % at 10 µM;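 active = inhibition of 40% or more at the single tested concentration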;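 also: wild-type TIM10 isogenic control strain grown at permissive 25 °C; 0% = DMSO yeast wells and 100% = minimal medium wells without yeast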
# tim10-1 inh – inhibits growth of tim10-1 mutant yeast. hit rate 2.2% among 330,000. AID 463190. S. cerevisiae tim10-1 ts strain growth, BacTiter-Glo, 24 h. inhibition, % at 20 µM;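 active = inhibition of at least 40%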;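 also: mutant grown at 25 °C; 0% = DMSO wells with yeast and 100% = wells holding no yeast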
# CXCR6 inh – blocks human CXCR6 beta-arrestin recruitment; O00574; CHO-K1 PathHunter CXCR6 beta-arrestin, luminescence; inhibition, % at 20 µM; hit rate 0.36% among 360,000; AID 602244; in the data active = inhibition above about 34%, passing the limit was not always enough;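 also: antagonist mode with CXCL16 agonist at 10 nM final; 0% = 10 nM CXCL16 with DMSO and 100% = unstimulated wells without agonist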
# Target sequence (O00574 whole entry, looked up): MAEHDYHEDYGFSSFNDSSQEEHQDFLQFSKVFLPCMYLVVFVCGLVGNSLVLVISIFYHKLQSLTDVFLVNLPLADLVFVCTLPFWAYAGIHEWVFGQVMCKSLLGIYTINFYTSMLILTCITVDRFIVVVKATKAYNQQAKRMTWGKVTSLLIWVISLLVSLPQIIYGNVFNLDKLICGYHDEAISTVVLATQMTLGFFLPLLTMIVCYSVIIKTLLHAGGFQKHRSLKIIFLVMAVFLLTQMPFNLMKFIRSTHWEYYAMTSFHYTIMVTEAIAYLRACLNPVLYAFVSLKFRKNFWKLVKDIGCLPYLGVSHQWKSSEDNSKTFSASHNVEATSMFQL
# APJ ag – activates the human apelin receptor APJ. P35414. CHO-K1 APJ PathHunter beta-arrestin, luminescence; 0% DMSO wells, 100% apelin. activation, % at 20 µM. hit rate 0.11% among 330,000;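 active = activation more than six SD over the plate average, tested at 20 µM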;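 also: 0% = DMSO alone and 100% = apelin-13 at 10 nM; some results filed as inactive read as strong as hits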
# Target sequence (P35414 whole entry, looked up): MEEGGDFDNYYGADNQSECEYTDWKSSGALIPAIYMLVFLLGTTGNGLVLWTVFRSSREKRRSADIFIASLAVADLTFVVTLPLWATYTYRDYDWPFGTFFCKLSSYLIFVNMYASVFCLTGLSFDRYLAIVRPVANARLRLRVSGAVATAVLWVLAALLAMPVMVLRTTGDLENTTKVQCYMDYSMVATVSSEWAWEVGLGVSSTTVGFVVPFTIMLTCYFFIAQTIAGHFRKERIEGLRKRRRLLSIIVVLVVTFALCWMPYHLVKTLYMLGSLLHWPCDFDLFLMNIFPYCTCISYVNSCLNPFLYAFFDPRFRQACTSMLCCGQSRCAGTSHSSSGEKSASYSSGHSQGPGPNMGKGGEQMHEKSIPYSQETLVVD
#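 Test system: CHO-K1 APJ beta-arrestin complementation cell line. Amount: cell density 1000 per well. Controls: DMSO negative, 10 nM Apelin-13 positive. Signal: luminescent beta-gal fragment complementation, chemiluminescent substrate. Read-out basis: agonist-driven arrestin binding to APJ. Timing: compound stimulation 90 min at 25 °C, detection 60 min.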
# UPR XBP1 act – activators of adaptive arm of unfolded protein response (XBP1); activation, % at 20 µM; hit rate 0.33% among 330,000; CHO-XBP1 luciferase reporter, IRE1-XBP1 UPR activation, luminescence; percent of tunicamycin response, DMSO as zero;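 active = versus positive control, 20 µM dose yields 30% or more activation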;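 also: 100% = tunicamycin at 10 µg/mL and 0% = DMSO only wells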
#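 Material: CHO-XBP1 cells stably carrying IRE1-XBP1-driven luciferase reporter | Medium: F12 with 10% serum | Compound dosing: 20 µM single concentration, DMSO 1% | Incubation: Overnight seeding at 37 °C, 6 h compound treatment at 37 °C | Detection: Steady-Glo luminescence read | Read-out basis: % activation of reporter signal versus tunicamycin and DMSO controls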
# APJ antagonist – APJ receptor antagonism | P35414 | hit rate 0.32% among 330,000 | CHO-K1 APJ beta-arrestin complementation, luminescence | inhibition, % at 20 µM;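 active = inhibition above about 40% at 20 µM, limit read from the data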;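 also: cells challenged with 10 nM apelin-13 agonist together with compound; plate controls were apelin-13 plus DMSO wells for no effect and DMSO wells lacking apelin-13 for full effect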
# * hit, by the source's call; . = not tested or not shown.
# Short forms – A = tim23-1 inh; B = Mdm2-MdmX inh; C = UPR CHOP act; D = TIM10 inh; E = tim10-1 inh; F = CXCR6 inh; G = APJ ag; H = UPR XBP1 act; I = APJ antagonist
COc1ccc(C(=O)NCC(=O)Nc2ccc(-c3ccccc3)cc2)cc1
  A = -16; B = 51*; C = 0.3; D = -14; E = -6; F = -2; G = -2; H = 0; I = 7

COc1ccc(CN(Cc2cccn2C)S(=O)(=O)c2ccccc2)cc1
  A = 34; B = 21; C = -0.1; D = 22; E = 31; F = -1; G = -3; H = -4; I = 11

Cc1cccnc1NC(=O)CCn1c(=O)oc2ccccc21
  A = 17; B = 27; C = -1.1; D = 10; E = 19; F = 12; G = -2; H = -1; I = 19

CCOC(=O)C1CCN(S(=O)(=O)c2cc3c4c(c2)C(C)C(=O)N4CCC3)CC1 (stereo not given)
  A = 11; B = 10; C = 0.9; D = -5; E = 17; F = -4; G = -5; H = -4; I = 24

COc1ccc(S(=O)(=O)CCC(=O)NCCc2ccc(S(N)(=O)=O)cc2)cc1
  A = 6; B = -20; C = -0.9; D = 1; E = 7; F = 7; G = 2; H = -1; I = 12

O=C(Nc1nc(-c2nc3ccccc3s2)cs1)C1COc2ccccc2O1 (stereo not given)
  A = 3; B = -124; C = 4.4; D = 11; E = 5; F = 2; G = -1; H = -1; I = 9

O=[N+]([O-])c1ccccc1CNc1ccc(F)c(Cl)c1
  A = 37; B = 28; C = 2.6; D = 22; E = 36; F = 1; G = 2; H = 0; I = -19

O=P(C1=C(N2CCOCC2)/C(=C\c2ccccc2)CC1)(N1CCOCC1)N1CCOCC1
  A = -1; B = 12; C = -1.1; D = 3; E = -8; F = 6; G = -5; H = 3; I = -24

C[C@H](CO)N1C[C@H](C)[C@@H](CN(C)Cc2ccccc2)Oc2ccc(NC(=O)CCCCCC(=O)Nc3ccccc3N)cc2C1=O
  A = -6; B = 38; C = 0.6; D = -2; E = -9; F = -4; G = -1; H = -2; I = -7

Cc1ccc(O)c(NC(=O)c2ccc3c(c2)C(=O)N(Cc2cccnc2)C3=O)c1
  A = 4; B = 8; C = 4.8; D = -4; E = 0; F = 0; G = 1; H = -2; I = -12

CC(=O)c1ccc(NC(=O)Cn2c3ccccc3c3nc(=O)cc(C)n32)cc1
  A = 6; B = 6; C = 0.1; D = -18; E = -12; F = 1; G = -2; H = 0; I = -9

N#C/C(=C\c1cn(Cc2cccc(F)c2)c2ccccc12)C(=O)NCc1ccco1
  A = -1; B = 43; C = 3.9; D = 10; E = 17; F = 3; G = -3; H = -1; I = -7

C/C=C/C1=CC(=O)C[C@H](c2ccc(Cl)cc2)C1
  A = 35; B = 3; C = 2.8; D = 4; E = -20; F = 2; G = -4; H = -2; I = -1

O=S(=O)(Nc1nc2ccccc2[nH]1)c1ccc2ccccc2c1
  A = 37; B = -3; C = 1.5; D = 36; E = 13; F = 13; G = -3; H = 1; I = 13

O=C(COc1cccnc1[N+](=O)[O-])Nc1ccc(Cl)cc1F
  A = -4; B = -6; C = 0.6; D = -1; E = 0; F = -1; G = 0; H = 0; I = 0

# Brought forward from above: four compounds, then new ones.
# Short forms – A = tim23-1 inh; B = Mdm2-MdmX inh; C = UPR CHOP act; D = TIM10 inh; E = tim10-1 inh; F = CXCR6 inh; G = APJ ag; H = UPR XBP1 act; I = APJ antagonist
N#C/C(=C\c1cn(Cc2cccc(F)c2)c2ccccc12)C(=O)NCc1ccco1
  A = -1; B = 43; C = 3.9; D = 10; E = 17; F = 3; G = -3; H = -1; I = -7

C/C=C/C1=CC(=O)C[C@H](c2ccc(Cl)cc2)C1
  A = 35; B = 3; C = 2.8; D = 4; E = -20; F = 2; G = -4; H = -2; I = -1

O=S(=O)(Nc1nc2ccccc2[nH]1)c1ccc2ccccc2c1
  A = 37; B = -3; C = 1.5; D = 36; E = 13; F = 13; G = -3; H = 1; I = 13

O=C(COc1cccnc1[N+](=O)[O-])Nc1ccc(Cl)cc1F
  A = -4; B = -6; C = 0.6; D = -1; E = 0; F = -1; G = 0; H = 0; I = 0

COc1ccccc1-n1cnc2cc(C(=O)NCCCN3CCOCC3)ccc21
  A = 14; B = 12; C = 0.1; D = -9; E = 8; F = -2; G = 1; H = -1; I = 5

CCOC(=O)c1[nH]c2ccccc2c1NC(=O)c1ccc(S(=O)(=O)N2CCCC2)cc1
  A = 9; B = 17; C = 3.5; D = -12; E = 3; F = 0; G = -4; H = 0; I = 6

Cc1ccc(OCc2cc(C(=O)N(C)Cc3cnc4ccccn34)no2)cc1C
  A = 20; B = 15; C = 2.8; D = 16; E = 27; F = 5; G = 9; H = -3; I = 7

CCOC(=O)C1(CC2CC2)CCN(Cc2ccc(O)c(Cl)c2)CC1
  A = 1; B = 8; C = -3.3; D = 1; E = 12; F = .; G = -3; H = 2; I = -6

Cc1ccccc1-c1nc(CS(=O)(=O)CC(=O)NCc2ccc(F)cc2)c(C)o1
  A = 28; B = 3; C = -0.6; D = 13; E = 19; F = -3; G = -2; H = -2; I = 24

COC(=O)CCC(=O)OC1(C)C(=O)C=C2C=C(C3CC3)N(CC3CC3)C=C2C1=O (stereo not given)
  A = -12; B = 9; C = 0.7; D = 5; E = -3; F = -13; G = 17; H = 2; I = -12

Cc1cccc(C)c1NC(=O)N1CCC(c2nc3ccccc3o2)CC1
  A = -8; B = 16; C = 1.9; D = 1; E = 12; F = 3; G = -4; H = 1; I = 9

CCC(Sc1nc2ccccc2o1)C(=O)O (stereo not given)
  A = 5; B = 1; C = 2.8; D = 9; E = -3; F = -6; G = -4; H = 8; I = -3

O=C(Cc1c[nH]c2ccccc12)Nc1cccc(S(=O)(=O)N2CCCCC2)c1
  A = 3; B = 3; C = 0.8; D = 18; E = 1; F = .; G = 2; H = -3; I = -4

Cc1cc(NC(=O)c2ccc(Cl)cc2)cc(C)c1OCC(=O)N1CCOCC1
  A = 22; B = 7; C = 2.3; D = 17; E = 18; F = 2; G = -6; H = -2; I = 8

COc1ccc(CCC(=O)N2CCN(C3CCCCC3)CC2)cc1
  A = 3; B = 4; C = -1.9; D = -16; E = 4; F = -2; G = -4; H = 1; I = 5

COc1ccc(C2NC(=O)NC(C)=C2C(=O)Nc2cc(C)ccc2C)cc1OC (stereo not given)
  A = -4; B = 25; C = -1.4; D = -5; E = 4; F = -4; G = -2; H = -1; I = 27

Nc1c(C(=O)NCCN2CCOCC2)c2nc3ccccc3nc2n1CCc1ccccc1F
  A = 36; B = 26; C = 2.2; D = 26; E = 20; F = 3; G = -3; H = 0; I = 17

Nc1nc2c(c3c1c(=O)oc1ccccc13)CCCCC2
  A = 6; B = 29; C = -2.4; D = 16; E = 9; F = 4; G = -2; H = 18; I = 17

O=C(COC(=O)c1ccccc1Br)NC(=O)NCc1ccccc1
  A = 42; B = 15; C = -0.3; D = 21; E = -5; F = 2; G = -3; H = 1; I = -2

COc1ccc([C@H]2CC(=O)C=C(c3ccc(Br)c4ccccc34)C2)cc1
  A = 14; B = 22; C = 1.5; D = 6; E = 0; F = -13; G = -2; H = -1; I = 11

COCCCn1c(SCC(=O)NC2CCS(=O)(=O)C2)nnc1-c1ccc(Cl)cc1 (stereo not given)
  A = -15; B = 4; C = 2.3; D = 7; E = 8; F = -1; G = -1; H = -4; I = 8

O=C(CC(C(=O)O)c1ccccc1)Nc1cccc2ccccc12 (stereo not given)
  A = 11; B = 40; C = 0.3; D = -19; E = 14; F = -1; G = 0; H = -1; I = 3

C=CCN(C(=O)CSc1nc2ccsc2c(=O)n1Cc1ccccn1)c1ccccc1
  A = 29; B = -38; C = 1.3; D = 15; E = 37; F = 8; G = -3; H = -2; I = 25

COc1ccccc1-c1cc(C(=O)Nc2ccccc2SC)no1
  A = -1; B = 37; C = 1.7; D = 6; E = 1; F = -7; G = 2; H = 5; I = -17

CC(=O)NCCC(=O)N(Cc1ccccc1)c1nc2c(C)cccc2s1
  A = 29; B = 23; C = -0.3; D = 10; E = 30; F = -9; G = 3; H = -2; I = -8

CSCCC(NS(=O)(=O)c1cccs1)C(=O)NCc1ccccc1 (stereo not given)
  A = 3; B = 0; C = 1.7; D = 1; E = 2; F = 11; G = 3; H = -1; I = 7

CCOC(=O)[C@@H]1[C@H]2COc3ccc(Br)cc3[C@@H]2N2C(=O)N(c3ccc(Br)cc3)C(=O)[C@@]12C
  A = 37; B = 7; C = -0.4; D = 18; E = 21; F = -1; G = -3; H = -3; I = 4

CCOC(=O)c1c(NC(=O)COC(=O)c2ccc(O)cc2)sc(C(=O)NC)c1C
  A = -1; B = 32; C = 4.5; D = -6; E = -4; F = -5; G = 6; H = 1; I = -11

CCC(C)N(C(=O)c1csnn1)C(C(=O)NC1CCCC1)c1c(F)cccc1Cl (stereo not given)
  A = 16; B = -7; C = 0.4; D = 0; E = 12; F = 1; G = -4; H = -5; I = -2

CCC(Oc1ccccc1)C(=O)Nc1ncc([N+](=O)[O-])s1 (stereo not given)
  A = 47; B = 18; C = -2.6; D = 19; E = 42*; F = 11; G = -1; H = 0; I = 2

Cc1cc(C)c(S(C)(=O)=O)c(S(=O)(=O)c2ccc(Cl)cc2)n1
  A = 1; B = 18; C = -1.4; D = -7; E = 10; F = -11; G = -1; H = -3; I = 10

Cc1ccc(OC(C)C(=O)N(C)Cc2ccccc2)c([N+](=O)[O-])n1 (stereo not given)
  A = 6; B = 1; C = 1.3; D = 11; E = 14; F = 7; G = -3; H = -3; I = 5

c1ccc(-c2csc(-c3ccncc3)n2)cc1
  A = 15; B = 0; C = 6.2; D = 17; E = 10; F = -2; G = -5; H = 2; I = 9

CN(C1CCCCC1)S(=O)(=O)c1ccc(C(=O)O)cc1
  A = -8; B = 11; C = -0.9; D = 1; E = -5; F = -9; G = -1; H = -2; I = 3

Cn1cnnc1SCC(=O)Nc1ncc(C(F)(F)F)cc1Cl
  A = 7; B = 5; C = -1.9; D = -12; E = -11; F = 0; G = 0; H = 1; I = -6

CC(=O)c1ccc(OCc2cc(C(=O)N3CCCCCCC3)no2)cc1
  A = 32; B = -6; C = 3.3; D = 9; E = 29; F = 4; G = -4; H = -2; I = -11

S=C(c1cn(Cc2ccccc2)c2ccccc12)N1CCOCC1
  A = 15; B = 2; C = 1.8; D = 25; E = 25; F = 0; G = -4; H = -2; I = 5

O=C(NCc1ccc2c(c1)OCO2)c1c(O)c2cccc3c2n(c1=O)CCC3
  A = -2; B = 15; C = 1.6; D = -9; E = -8; F = 1; G = -2; H = -1; I = -14

O=C(N/N=C/C=C/c1ccccc1)c1ccncc1
  A = 3; B = -4; C = 1.4; D = 0; E = 2; F = -12; G = -1; H = 0; I = 7

O=C(CN(c1ccccc1)S(=O)(=O)c1ccccc1)N1CCOCC1
  A = 5; B = 10; C = -2.0; D = -1; E = 20; F = -4; G = 1; H = 3; I = -33

COc1ccccc1S(=O)(=O)Nc1cccc(-c2nnc3n2CCCCC3)c1
  A = 19; B = 1; C = -2.2; D = 10; E = 26; F = -8; G = 3; H = -1; I = 2

COC(=O)c1cccc(NC(=O)CSc2nnc(-c3ccco3)o2)c1
  A = -15; B = 5; C = -0.2; D = -27; E = -12; F = -1; G = 0; H = -3; I = -26

# An excerpt; count on the stated rates, not on these rows.
